STEP block – inhibitors of human striatal-enriched phosphatase STEP; hit rate 0.25% among 360,000; inhibition, % at 20 µM; P54829; recombinant STEP, OMFP fluorogenic substrate, fluorescence;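 active = inhibition at 20 µM, scaled per plate between control wells, above about 37%, limit read from the data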;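 note: 0% = DMSO with enzyme and substrate and 100% = substrate only without enzyme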
Target sequence (P54829 whole entry, looked up): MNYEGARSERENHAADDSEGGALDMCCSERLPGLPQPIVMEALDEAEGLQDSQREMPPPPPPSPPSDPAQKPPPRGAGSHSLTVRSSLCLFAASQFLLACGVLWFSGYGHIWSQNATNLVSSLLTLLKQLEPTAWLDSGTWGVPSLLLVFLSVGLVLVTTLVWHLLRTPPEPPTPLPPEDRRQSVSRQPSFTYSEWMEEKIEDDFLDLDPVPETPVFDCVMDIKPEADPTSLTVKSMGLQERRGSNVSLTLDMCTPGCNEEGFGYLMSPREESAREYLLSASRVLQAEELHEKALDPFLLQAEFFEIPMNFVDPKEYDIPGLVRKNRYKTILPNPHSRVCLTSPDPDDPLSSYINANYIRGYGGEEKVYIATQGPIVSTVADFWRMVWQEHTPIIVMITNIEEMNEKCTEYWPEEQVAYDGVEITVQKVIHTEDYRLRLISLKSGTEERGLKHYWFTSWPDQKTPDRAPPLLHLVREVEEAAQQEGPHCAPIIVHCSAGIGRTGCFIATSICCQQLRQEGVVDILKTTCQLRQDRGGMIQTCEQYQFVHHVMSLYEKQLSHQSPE
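Assay system: isolated STEP enzyme / Timing: 20 min at room temperature, dark / Doses: 20 µM, 1% DMSO / Technique: fluorescence intensity, excitation 480 nm, emission 540 nm / Reagent: fluorogenic phosphatase substrate OMFP at 25 µM final / Measure: percent inhibition scaled to no-enzyme and uninhibited-enzyme controls, plate-pattern corrected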
LMPTP inh – LMPTP (human) inhibition; P24666; recombinant LMPTP-A, OMFP fluorogenic substrate, fluorescence intensity; inhibition, % at 20 µM; hit rate 0.22% among 360,000;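 active = compounds that cut the enzyme signal by at least half of the control window in the single-dose screen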;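 note: plate controls were DMSO wells with enzyme plus substrate for no effect and substrate without enzyme for full effect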
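Material: LMPTP-A; amount: 0.625 nM enzyme; doses: single 20 µM dose; times: reaction 50 min, room temperature, dark; technique: fluorescence intensity of OMFP turnover product; benchmarks: no-enzyme and uninhibited controls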
SUMO1-SIM PPI – alters human SUMO1 binding to SIM partners | P63165 | SUMO1 binding to a labelled peptide, TR-FRET, 1 h | hit rate 0.33% among 360,000 | AID 602429 | inhibition, % at 20 µM; in the data active = inhibition above about 37%
Target sequence (P63165 whole entry, looked up): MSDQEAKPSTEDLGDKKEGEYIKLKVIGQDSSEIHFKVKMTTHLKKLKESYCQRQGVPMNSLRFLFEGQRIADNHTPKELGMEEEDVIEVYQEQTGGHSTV
Rin1 Abl inh – blocks binding of human Rin1 to Abl; hit rate 0.4% among 360,000; P00519+Q13671; TR-FRET Rin1/Abl binding, biochemical; inhibition, % at 7.35 µM; in the data active = inhibition above about 5%, passing the limit was not always enough
Rpn11 inh – Rpn11 (human) deubiquitinase inhibition | O00487 | calls only at 20 µM | human 26S proteasome, Ub4-pepOG fluorescence polarization; 20S core pre-blocked with epoxomicin | hit rate 0.59% among 360,000;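 active = inhibition at 20 µM, scaled to each plate's controls, above about 33%, limit read from the data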
Scp-1 inhibitor – inhibitors of human Scp-1 phosphatase; Recombinant Scp1, phosphopeptide, malachite green phosphate absorbance; AID 493091; hit rate 0.88% among 340,000; Q9GZU7; inhibition, % at 20 µM;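 active = inhibition above about 50% at 20 µM, limit read from the data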;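 note: plate controls were DMSO wells with enzyme for no effect and wells lacking enzyme for full effect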
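Test system: SCP-1 phosphatase catalytic domain, residues 76-261 | Compound dosing: One concentration, 20 µM, with 1.0% DMSO | Schedule: 45 min room-temperature reaction, 5 min colour, 30 min stabiliser | Detection: Absorbance at 630 nm | Read-out basis: % inhibition of SCP-1 phosphate liberation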
NadD inh – inhibitors of Staphylococcus aureus NadD | hit rate 0.78% among 360,000 | purified NadD enzyme, colorimetric absorbance read-out | inhibition, % at 20 µM; in the data active = inhibition above about 26%; note: some compounds past the cut are filed as inactive
CSN inh – blocks human CSN-mediated cullin deneddylation. AID 651999. inhibition, % at 12.5 µM. hit rate 0.38% among 360,000. Purified CSN, SCF-Nedd8-OG deneddylation, fluorescence polarization;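 active = pattern-corrected inhibition above about 35%, with an unprinted fluorescence ratio check between 0.5 and 1.5, limit read from the data, passing the limit was not always enough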;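 note: 0% = enzyme with substrate and 100% = substrate without enzyme; some results filed as inactive read as strong as hits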
Target sequence (Q92905 whole entry, looked up, one chain of several): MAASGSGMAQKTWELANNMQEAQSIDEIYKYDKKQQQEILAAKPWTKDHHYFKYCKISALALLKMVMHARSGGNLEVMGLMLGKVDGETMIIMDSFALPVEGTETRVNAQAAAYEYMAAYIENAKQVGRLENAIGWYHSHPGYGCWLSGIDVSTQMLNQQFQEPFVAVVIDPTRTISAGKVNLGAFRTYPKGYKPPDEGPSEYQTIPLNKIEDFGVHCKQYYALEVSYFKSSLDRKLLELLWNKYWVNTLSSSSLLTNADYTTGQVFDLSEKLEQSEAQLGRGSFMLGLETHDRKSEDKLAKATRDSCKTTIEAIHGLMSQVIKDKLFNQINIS
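Assay system: Purified human Csn5 enzyme expressed in HEK293T cells | Amount: Enzyme 0.24 nM | Measured by: Fluorescence polarization readout | Medium: Tris/NaCl/DTT buffer, pH 7.5 | Compound dosing: One concentration, 12.5 µM, 0.25% DMSO | Times: 90 min incubation of compound, enzyme and substrate at room temperature | Control set: no-enzyme wells high, enzyme-with-substrate wells low | Read-out: % inhibition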
Neddylation inh – inhibitors of human cullin neddylation | TR-FRET cullin neddylation, biochemical | AID 651699 | calls only at 25 µM | hit rate 0.58% among 360,000 | P61081+Q13564; in the data active = inhibition above about 36%
DNMT1 block – inhibitors of human DNMT1; P26358; DNMT1 molecular beacon, Hinp1I cleavage, fluorescence; inhibition (reported as % activation of signal), % at 10 µM; hit rate 0.83% among 360,000; AID 588458; in the data active = inhibition above about 50%
The depositor's hits bear a star; i = inactive; nt = no result given; + = active, no number.

STEP block,LMPTP inh,SUMO1-SIM PPI,Rin1 Abl inh,Rpn11 inh,Scp-1 inhibitor,NadD inh,CSN inh,smiles,Neddylation inh,DNMT1 block
0,-1.2,1,2,i,-8,1,4,O=C(NCCCN=C1NS(=O)(=O)c2ccccc21)c1ccco1,i,-2
-2,1.7,2,-3,i,-8,-10,0,COC(=O)C(CC(=O)c1cccc(OC)c1)c1ccc(F)cc1 (configuration not stated),i,2
-1,-1.4,3,0,i,-13,-6,-5,CCOC(=O)C1(CCOc2ccccc2)CCN(Cc2ccc(CO)o2)CC1,i,-2
-1,1.2,1,-2,i,-4,-2,0,C=CCN(c1nc(C)cc(OC)n1)S(=O)(=O)c1ccc(C)cc1,i,97*
0,-0.6,1,1,i,-7,-3,0,COc1cccc(NC(=O)CN(C)C(=O)CNC(=O)c2ccc(C)s2)c1,i,3
-2,-0.1,6,0,i,-7,-2,-5,Cc1ccc(C(=O)n2nc(C#N)c(C#N)c2N)cc1,i,2
-1,0.4,0,6,i,5,-2,3,COc1ccc(C(=O)NCCc2nnc3ccc(SCC(=O)NCc4ccc(F)cc4)nn23)cc1,i,8
-2,0.7,7,-2,i,-4,-2,-3,CCN1C(=S)N[C@@H](CCc2ccccc2)C(C(=O)OC)=C1C,i,0
-1,0.3,-2,2,i,-7,-4,-2,CCC1(c2ccccc2)NC(=O)N(CC(=O)NCc2ccc(OC)cc2)C1=O (configuration not stated),i,-5
-3,1.0,-28,-3,i,-1,-1,0,Cc1c(C#N)c(O)n(C)c(=O)c1N=Nc1ccc(S(N)(=O)=O)cc1,i,-2
-2,-1.2,1,1,i,-2,0,0,COc1c(C)cc(Br)cc1C(=O)O,i,-7
-2,-0.6,-3,2,i,1,3,4,Cc1cc(C)c(NC(=O)COc2nncc3ccccc23)c(C)c1,i,6
2,4.3,-2,0,i,9,-3,3,O=C1[C@H](Cc2ccccc2)NCC=CC[C@H](c2ccc(Cl)cc2)N1Cc1ccc(Cl)cc1,i,-10
-1,-0.4,3,2,i,-3,-10,7,COc1ccc(CCNC(=O)CCCc2nnc3n(C)c(=O)c4sccc4n23)cc1OC,i,3
-1,0.4,2,3,i,1,-9,-3,O=C(NCCC1=CCCCC1)c1ccc(Cl)c(S(=O)(=O)N2CCCCC2)c1,i,9
0,-2.0,-2,-3,i,-4,-2,-15,O=C(CCSCCc1ccccn1)Nc1c(F)c(F)c(F)c(F)c1F,i,3
-7,-3.8,7,-3,i,-6,-1,1,CCOC(=O)Cn1cnc2c(C#N)c3n(c2c1=O)CCCCC3,i,-1
-1,-1.5,-3,-2,i,-7,0,4,CCOC(=O)C1CCN(C(=O)CN(Cc2ccccc2)S(C)(=O)=O)CC1,i,3
4,-1.9,-1,0,i,-2,-1,-1,O=C(CN(C(=O)CCC(=O)Nc1nccs1)c1cccc(F)c1)NCC1CCCO1 (configuration not stated),i,-2
0,-0.3,3,-2,i,-19,9,-5,COc1ccc(C2C(C(=O)C(C)(C)C)=C(O)C(=O)N2Cc2ccccc2)cc1 (configuration not stated),i,8

Filtered by structure: the compounds so far containing a halogen (7)
STEP block,LMPTP inh,SUMO1-SIM PPI,Rin1 Abl inh,Rpn11 inh,Scp-1 inhibitor,NadD inh,CSN inh,smiles,Neddylation inh,DNMT1 block
-2,1.7,2,-3,i,-8,-10,0,COC(=O)C(CC(=O)c1cccc(OC)c1)c1ccc(F)cc1 (configuration not stated),i,2
-1,0.4,0,6,i,5,-2,3,COc1ccc(C(=O)NCCc2nnc3ccc(SCC(=O)NCc4ccc(F)cc4)nn23)cc1,i,8
-2,-1.2,1,1,i,-2,0,0,COc1c(C)cc(Br)cc1C(=O)O,i,-7
2,4.3,-2,0,i,9,-3,3,O=C1[C@H](Cc2ccccc2)NCC=CC[C@H](c2ccc(Cl)cc2)N1Cc1ccc(Cl)cc1,i,-10
-1,0.4,2,3,i,1,-9,-3,O=C(NCCC1=CCCCC1)c1ccc(Cl)c(S(=O)(=O)N2CCCCC2)c1,i,9
0,-2.0,-2,-3,i,-4,-2,-15,O=C(CCSCCc1ccccn1)Nc1c(F)c(F)c(F)c(F)c1F,i,3
4,-1.9,-1,0,i,-2,-1,-1,O=C(CN(C(=O)CCC(=O)Nc1nccs1)c1cccc(F)c1)NCC1CCCO1 (configuration not stated),i,-2

The results go on.
STEP block,LMPTP inh,SUMO1-SIM PPI,Rin1 Abl inh,Rpn11 inh,Scp-1 inhibitor,NadD inh,CSN inh,smiles,Neddylation inh,DNMT1 block
5,-1.2,-1,2,i,-7,-1,4,CN(Cc1ccccc1)C1CC(=O)N(c2ccc(C(=O)O)cc2)C1=O (configuration not stated),i,-3
0,-2.4,-7,-1,i,-3,4,-4,Cc1ccccc1S(=O)(=O)Cc1ccc(C(=O)NCCCN2CCCC(C)C2)o1 (configuration not stated),i,4
-1,-0.2,2,3,i,-5,-2,2,CCCCOc1ccccc1C(=O)NCCCCCC(=O)O,i,3
-3,0.2,-18,0,i,-4,-4,2,COc1ccc(C2NC(=O)N(C)C(C)=C2[N+](=O)[O-])cc1 (configuration not stated),i,2
0,1.1,-12,-2,i,1,-2,-9,Nc1sc2c([n+]1CCCS(=O)(=O)[O-])CCCC2,i,0
1,-0.3,2,0,i,12,-9,-1,O=C(OCC(=O)N1CCCC1=O)C1CCN(S(=O)(=O)c2c(Cl)cccc2Cl)CC1,i,1
-1,-0.3,2,-3,i,11,-2,0,Cc1ccc(CNS(=O)(=O)NCc2ccccc2F)cc1,i,0
0,-6.1,-8,1,i,-4,-5,3,C#CCOCCOCCOCCNc1nc(N2CCN(C(=O)[C@H]([C@@H](C)O)n3cc(CCCCN)nn3)CC2)nc(N2CCN(C(=O)[C@H](CCCCN)n3cc(CCC(=O)O)nn3)CC2)n1,i,7
0,0.9,-33,0,i,-3,-6,0,CC1(c2nnc(Cc3ccccc3)o2)CC(c2cccc([N+](=O)[O-])c2)=NO1 (configuration not stated),i,1
-2,0.2,-2,3,i,-4,-3,-2,Cc1cc(NC(=O)CN2CCCCCCC2)no1,i,1
nt,0.0,11,nt,nt,nt,2,-4,CCOC(=O)[C@]12CCCC=C1N(Cc1ccc3c(c1)OCO3)C(=O)[C@H](CC(=O)NCCC(C)C)C2,i,nt
0,-1.5,0,0,i,-2,-7,1,Cc1ccc(CNC(=O)COC(=O)c2nc(-c3ccccc3)oc2C)cc1,i,0
-1,-0.1,7,4,i,-9,-1,2,CCOc1ccccc1C(=O)Nc1ccc(S(=O)(=O)Nc2cc(OC)nc(OC)n2)cc1,i,0
1,-1.9,0,-1,i,-10,-4,-2,COc1cc(C(=O)Nc2cccc(C)c2C)ccc1OCC(=O)N1CCOCC1,i,1
-3,-0.2,-2,-5,i,0,-1,-4,CC(C)(C)OC(=O)N1CCCN(C(=O)Nc2ccccc2)CC1,i,-4
-1,-2.1,4,3,i,51*,-9,-4,COc1ccc(C(=O)Nc2cnc3sc(C)nn3c2=O)cc1,i,1
0,-0.5,1,1,i,-3,9,-1,O=C(Nc1ccc(Cl)cc1)OCc1ccccn1,i,1
3,-1.1,13,3,i,-8,-2,5,COCC(=O)Nc1ccc(N2CCN(c3ccccc3)CC2)c(F)c1,i,6
2,-1.1,-4,0,i,-2,-1,-1,CC(=O)N1c2ccc(S(=O)(=O)NCCC(=O)Nc3ccc(C)cn3)cc2CC1C (configuration not stated),i,2
1,-1.0,-2,2,i,-5,-1,-5,Cc1cc(C(F)(F)F)nn1CC(=O)Nc1ccc2c(c1)OCO2,i,-2
-1,-0.6,3,4,i,-2,0,1,CC(NC(=O)Cn1c(=O)oc2cc(S(=O)(=O)N3CCCC3)ccc21)c1ccccc1 (configuration not stated),i,6
-3,-1.6,1,4,i,-6,-2,-3,CC(Sc1nnc(Cc2ccccc2)o1)C(=O)NC1(C#N)CCCCC1 (configuration not stated),i,0
3,0.3,10,-3,i,-3,-2,3,Cc1ccccc1Cn1c(C)cc(C)c(C#N)c1=O,i,1
0,-1.0,-4,2,i,-4,0,-1,O=[N+]([O-])c1ccc(Cl)c(S(=O)(=O)NCC2CCCO2)c1 (configuration not stated),i,5
-3,-0.5,4,2,i,-8,3,0,O=C(/C=C/c1ccco1)Nc1ccccc1N1CCOCC1,i,1
-3,-0.6,7,3,i,-1,-9,-2,CC(C)NC(=O)C1CCN(S(=O)(=O)c2ccc(N3CCCC3=O)cc2)CC1,i,3
6,1.6,0,1,i,-4,-4,1,CNC(=S)N(Cc1cc2cc(C)ccc2n2nnnc12)CC(C)(C)CN(C)C,i,3
-3,-1.9,-1,2,i,10,2,-1,S=c1[nH]nc(-c2ccncc2)n1Cc1ccccc1,i,4
1,-1.3,2,3,i,-3,-10,1,COc1ccc(CCNCC(=O)Nc2ccc(C(=O)N3CCCCC3)cc2)cc1,i,-1
0,1.4,2,-1,i,-9,-1,-4,Cc1cc(C)nc(SC/C=C/c2ccccc2)n1,i,-1
0,1.0,-5,2,i,-7,3,1,NC1=NC(=Nc2ccccc2)c2ccccc21,i,1
0,-0.6,1,1,i,-6,-5,10,O=C(CCCOc1ccc(Cl)cc1)N1CCCCCC1,i,-1
0,-1.2,-13,-2,i,33,-1,-7,Cc1cc(N2C(=O)C3C4C=CC(C4)C3C2=O)ccc1NC(=O)c1cccs1 (configuration not stated),i,15
2,-0.8,-3,4,i,0,6,-1,COc1nc(NCCC2=CCCCC2)nc(OC)n1,i,1
2,0.8,2,-2,i,30,-1,2,O=C(O)C1CC=CCC1C(=O)Nc1ccc2c(c1)OCCO2 (configuration not stated),i,29
3,-1.4,1,0,i,1,-6,1,O=C(O)C1C2C=CC(C2)C1C(=O)NCc1ccc2c(c1)OCO2 (configuration not stated),i,2
-1,-1.8,2,-6,i,-7,-5,4,CC(CN1CCCCC1)C(=O)NNC(=O)C12CC3CC(CC(C3)C1)C2 (configuration not stated),i,1
2,2.2,20,2,i,-6,-9,16,S=C(Nc1ccc2nsnc2c1)N1CCCCCC1,+,-4
2,2.6,-2,0,i,-1,3,-1,Fc1ccc(Cn2nnnc2C(c2cccs2)N2CCCCCC2)cc1 (configuration not stated),i,10
0,-0.4,0,-4,i,-5,2,0,O=C(NCCOc1ccccc1)C1CCC(=O)N(C2CCCCCC2)C1 (configuration not stated),i,2
-2,0.4,-1,2,i,3,-3,2,CSc1ccccc1C(=O)Nc1nc2ccccc2c(=O)[nH]1,i,2
-4,-0.8,4,3,i,-10,-3,4,CCCc1c(C(=O)O)cnn1-c1ccc(Cl)cc1,i,2
1,1.4,-21,-5,i,-3,-3,-3,Cc1c(Cc2ccccc2)c(NCCCO)n2c(nc3ccccc32)c1C#N,i,1
-2,0.1,-4,-1,i,13,-4,1,O=C(C[n+]1cc(-c2ccccc2)n2c1CCCCC2)c1ccc(Br)cc1,i,1
2,-0.8,-16,-9,i,13,3,5,O=C(NC1CCS(=O)(=O)C1)c1ccc(-c2ccc(Br)cc2)o1 (configuration not stated),i,1
